Screens from PubChem BioAssay.
LMPTP inh: LMPTP phosphatase inhibitors, primary screen, biochemical, fluorescence intensity, uHTS. Low molecular weight phosphotyrosine protein phosphatase (Homo sapiens), P24666. recombinant LMPTP-A, OMFP fluorogenic substrate. inhibition, % at 20 µM. actives 0.22% (n = 360,000);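 active = compounds that cut the enzyme signal by at least half of the control window in the single-dose screen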;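 also: plate controls were DMSO wells with enzyme plus substrate for no effect and substrate without enzyme for full effect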
Target sequence (P24666 whole entry, looked up): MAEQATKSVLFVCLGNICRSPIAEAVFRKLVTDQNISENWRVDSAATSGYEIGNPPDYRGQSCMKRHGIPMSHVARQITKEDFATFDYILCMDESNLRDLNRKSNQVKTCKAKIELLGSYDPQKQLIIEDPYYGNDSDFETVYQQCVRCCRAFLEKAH
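test system = LMPTP-A | amount = 0.625 nM LMPTP-A final | reagent = fluorogenic phosphatase substrate OMFP at 400 µM final | incubation = 50 min at room temperature | benchmarks = no-enzyme low control, uninhibited high control | medium = Bis-Tris pH 6.0, DTT, detergent | signal = fluorescence intensity of OMFP turnover product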
DNMT1 inh: human DNMT1 methyltransferase inhibitors, primary screen, biochemical, molecular beacon, fluorescence, HinP1I cleavage, uHTS; inhibition (reported as % activation of signal), % at 10 µM; AID 588458, 2011; actives 0.83% (n = 360,000); DNA (cytosine-5)-methyltransferase 1 (Homo sapiens), P26358; in the data active = inhibition above about 50%
Rpn11 block: Rpn11 (PSMD14) deubiquitinase inhibitors, primary screen, biochemical, fluorescence polarization, uHTS. 26S proteasome non-ATPase regulatory subunit 14 (Homo sapiens), O00487. human 26S proteasome, Ub4-pepOG fluorescence polarization; 20S core pre-blocked with epoxomicin. AID 588493, 2011. calls only at 20 µM. actives 0.59% (n = 360,000);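 active = inhibition at 20 µM, scaled to each plate's controls, above about 33%, limit read from the data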
NadD block: inhibitors of S. aureus NadD, primary screen, biochemical, colorimetric, uHTS; Nicotinate-nucleotide adenylyltransferase NadD (Staphylococcus aureus N315); purified NadD enzyme, colorimetric absorbance read-out; inhibition, % at 20 µM; actives 0.78% (n = 360,000); AID 602399, 2012; in the data active = inhibition above about 26%; also: some compounds past the cut are filed as inactive
PABP1 MLLE inh: inhibitors of PABP1 MLLE–PAM2 peptide binding, primary screen, biochemical, fluorescence polarization, FITC-PAM2, GST-MLLE. actives 0.36% (n = 360,000). inhibition, % at 20 µM. Polyadenylate-binding protein 1 (Homo sapiens), P11940; in the data active = inhibition above about 35%, passing the limit was not always enough;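 also: plate controls were DMSO wells with GST-MLLE for no effect and wells lacking GST-MLLE protein for full effect; some results filed as inactive read as strong as hits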
TbMetRS inhib: T. brucei MetRS inhibitors, primary screen, biochemical, luminescence. purified T. brucei MetRS, ATP depletion, Kinase-Glo luminescence. inhibition, % at 11.9 µM. methionyl-tRNA synthetase (Trypanosoma brucei brucei). actives 0.4% (n = 360,000). AID 624268, 2012;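 active = inhibition above a per-plate cutoff of the control wells' mean inhibition plus 3 SD, cut at about 5.5% in these data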;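 also: 0% = DMSO wells median and 100% = median of wells with control inhibitor compound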
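Test system: purified T. brucei MetRS enzyme. Also added: ATP, methionine and E. coli bulk tRNA substrates. Compound: 11.9 µM single point. Schedule: 15 min enzyme-compound preincubation, 2 h reaction, 10 min detection, 25 °C. Signal: luciferase luminescence of residual ATP, Kinase-Glo. Evaluation: percent inhibition versus plate control medians. Controls: DMSO wells, low control.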
Scp-1 inhibitor: Scp-1 phosphatase inhibitors, primary screen, biochemical, colorimetric, uHTS; Carboxy-terminal domain RNA polymerase II polypeptide A small phosphatase 1 (Homo …; Recombinant Scp1, phosphopeptide, malachite green phosphate absorbance; inhibition, % at 20 µM; actives 0.88% (n = 340,000); AID 493091, 2011;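 active = inhibition above about 50% at 20 µM, limit read from the data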;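 also: plate controls were DMSO wells with enzyme for no effect and wells lacking enzyme for full effect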
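assay system = SCP-1 phosphatase catalytic domain, residues 76-261 | buffer or medium = 50 mM Tris acetate pH 5.5, 0.005% Tween-20, 10 mM MgCl2 | incubation = enzyme reaction 45 min at room temperature, colour 5 min, stabilisation 30 min | signal = Phosphate-binding colour reagent, absorbance read at 630 nm | measure = % inhibition at 20 µM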
SUMO1-SIM PPI: modulators of SUMO1 protein-protein interactions, primary screen, biochemical, uHTS; SUMO1 binding to a labelled peptide, TR-FRET, 1 h; actives 0.33% (n = 360,000); inhibition, % at 20 µM; in the data active = inhibition above about 37%
STEP block: STEP phosphatase inhibitors, primary screen, biochemical, fluorescence intensity, uHTS | Tyrosine-protein phosphatase non-receptor type 5 (Homo sapiens), P54829 | recombinant STEP, OMFP fluorogenic substrate | inhibition, % at 20 µM | actives 0.25% (n = 360,000);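 active = inhibition at 20 µM, scaled per plate between control wells, above about 37%, limit read from the data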;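 also: 0% = DMSO with enzyme and substrate and 100% = substrate only without enzyme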
Target sequence (P54829 whole entry, looked up): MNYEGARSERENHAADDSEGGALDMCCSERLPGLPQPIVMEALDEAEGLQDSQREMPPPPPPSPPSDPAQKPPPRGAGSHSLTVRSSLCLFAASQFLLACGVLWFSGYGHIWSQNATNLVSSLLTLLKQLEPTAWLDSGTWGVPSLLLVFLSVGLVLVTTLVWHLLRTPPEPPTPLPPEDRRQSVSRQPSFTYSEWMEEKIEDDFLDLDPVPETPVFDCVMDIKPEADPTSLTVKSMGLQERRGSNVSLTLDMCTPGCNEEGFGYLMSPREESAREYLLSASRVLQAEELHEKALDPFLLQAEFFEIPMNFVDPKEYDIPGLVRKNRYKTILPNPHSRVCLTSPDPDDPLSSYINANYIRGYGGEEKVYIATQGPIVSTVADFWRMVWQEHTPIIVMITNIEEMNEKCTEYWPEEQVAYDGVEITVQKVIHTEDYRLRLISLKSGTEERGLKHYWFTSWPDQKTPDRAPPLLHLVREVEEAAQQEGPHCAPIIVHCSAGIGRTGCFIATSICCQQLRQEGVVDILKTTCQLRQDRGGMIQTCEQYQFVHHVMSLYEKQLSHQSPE
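Test system: STEP tyrosine phosphatase / Reagent: OMFP at 25 µM / Doses: 20 µM, 1% DMSO / Read-out: percent inhibition scaled to no-enzyme and uninhibited-enzyme controls, plate-pattern corrected / Detection: FITC-channel fluorescence of OMFP product / Medium: Bis-Tris buffer pH 6.0, 2.5 mM DTT, 0.005% Tween 20 / Schedule: 20 min at room temperature, dark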
CSN deneddyl inh: inhibitors of CSN-mediated cullin deneddylation, primary screen, biochemical, fluorescence polarization, uHTS; Purified CSN, SCF-Nedd8-OG deneddylation; actives 0.38% (n = 360,000); AID 651999, 2013; inhibition, % at 12.5 µM;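 active = pattern-corrected inhibition above about 35%, with an unprinted fluorescence ratio check between 0.5 and 1.5, limit read from the data, passing the limit was not always enough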;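 also: 0% = enzyme with substrate and 100% = substrate without enzyme; some results filed as inactive read as strong as hits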
Target sequence (Q92905 whole entry, looked up, one chain of several): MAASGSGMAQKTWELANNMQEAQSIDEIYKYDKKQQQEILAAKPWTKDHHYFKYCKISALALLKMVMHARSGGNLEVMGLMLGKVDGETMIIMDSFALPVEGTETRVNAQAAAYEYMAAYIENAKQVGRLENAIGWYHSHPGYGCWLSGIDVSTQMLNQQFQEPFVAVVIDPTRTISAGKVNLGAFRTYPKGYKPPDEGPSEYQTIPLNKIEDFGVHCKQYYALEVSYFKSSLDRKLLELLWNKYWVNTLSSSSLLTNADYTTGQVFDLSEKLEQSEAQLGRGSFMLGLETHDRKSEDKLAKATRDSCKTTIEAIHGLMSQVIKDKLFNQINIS
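Assay system: Purified human Csn5 enzyme expressed in HEK293T cells | Amount: Enzyme 0.24 nM | Measured by: Fluorescence polarization readout | Medium: Tris/NaCl/DTT buffer, pH 7.5 | Compound dosing: One concentration, 12.5 µM, 0.25% DMSO | Times: 90 min incubation of compound, enzyme and substrate at room temperature | Control set: no-enzyme wells high, enzyme-with-substrate wells low | Read-out: % inhibition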
Numbers without * were called inactive; i = inactive; . = no result given.

SMILES	LMPTP inh	DNMT1 inh	Rpn11 block	NadD block	PABP1 MLLE inh	TbMetRS inhib	Scp-1 inhibitor	SUMO1-SIM PPI	STEP block	CSN deneddyl inh
CCOC(=O)C1=C(Nc2ccc(OC)cc2)OCC1=O	-0.9	1	i	2	-2	0.1	0	2	-2	3
CCCCN1Cc2cc(C(=O)c3cc(OC)ccc3O)cnc2NC1=O	-0.9	-1	i	2	-6	-0.2	-9	-6	1	1
COC(=O)c1cc(NC(=O)c2ccco2)ccc1N1CCOCC1	-0.8	0	i	-7	8	-0.9	4	6	-4	-4
COc1ccc(CCC(=O)OCC(=O)c2ccc(C)cc2)cc1	0.7	0	i	-8	-7	0.7	-5	2	4	-4
COc1ccc(C2C(C(=O)Nc3ccccc3OC)=C(C)Nc3ncnn32)cc1 (stereo not drawn)	-2.4	2	i	-3	-2	-0.8	2	5	0	4
CCc1nc2ccccc2n1Cc1ccc(F)cc1	1.9	-1	i	-4	4	0.4	-10	2	0	5
Cc1cccc(NC(=O)COC(=O)CCCC2=NS(=O)(=O)c3ccccc3N2)c1	-2.6	1	i	-6	-19	0.1	-6	4	-1	2
O=c1[nH]n(-c2ccccc2)c(=O)c2ccccc12	0.2	0	i	1	0	-0.8	-7	0	0	1
Cc1cc(C)n(Cc2cnc(N3CCOCC3)s2)n1	-0.7	2	i	2	1	-0.5	-1	-4	-2	1
Cc1nc(C)c(C(=O)C2=C(O)C(=O)N(CCN(C)C)C2c2ccco2)s1 (stereo not drawn)	-4.7	-2	i	-2	19	-0.3	-2	-4	-1	-3
COc1ccc2cc(C3(C)NC(=O)N(CC(=O)NCCC4=CCCCC4)C3=O)ccc2c1 (stereo not drawn)	-0.2	-2	i	-5	-15	-1.9	-7	-1	-2	2
O=Cc1ccc(OCCCOc2cccc3cccnc23)cc1	2.4	-1	i	3	-1	-0.3	6	-11	0	1
CCc1ccccc1NC(=O)CN(c1cccc(OC)c1)S(C)(=O)=O	-0.9	1	i	0	13	-2.5	5	1	0	-1
C=CCn1c(Cc2c(C)[nH]c3ccccc23)nnc1SCC(=O)NCc1ccc(F)cc1	0.4	-11	i	6	-35	-1.3	-1	6	-4	2
Cc1ccccc1-c1cnc(C(O)c2ccc(C(C)(C)C)cc2)[nH]1 (stereo not drawn)	0.5	5	i	4	-11	-0.4	.	7	4	-4
CC(=O)N1CC(C)Sc2ccc(S(=O)(=O)NCc3ccc(Cl)cc3)cc21 (stereo not drawn)	1.3	0	i	3	0	0.3	-3	4	0	0
O=C(CSc1nc(=O)n2ccccc2n1)N1CCCCCC1	-1.1	-1	i	2	15	-0.3	-1	7	-2	0
O=C1CCN(Cc2ccccc2)C=C1c1ccc(Cl)cc1	0.1	6	i	0	3	-0.1	-2	-2	1	-1
Fc1ccccc1Cn1cc(C(=S)N2CCOCC2)c2ccccc21	0.3	-1	i	-9	11	-0.3	-4	-3	-1	-3
CC(C)C(=O)N1CCC2(CC1)Oc1ccc(Cl)cc1C(=O)C21CC(c2ccccc2)=NO1 (stereo not drawn)	5.1	-7	i	7	3	-0.3	-8	5	1	-4
Cc1ccc(C)c(Cn2nnc3c(=O)[nH]c(C(=O)Nc4ccc(F)cc4)nc32)c1	-0.3	1	i	24	7	-0.1	-4	33	2	9
CN(C)/C=N/C1=C(C#N)C(c2cccs2)c2ccc3ccccc3c2O1 (stereo not drawn)	2.0	-16	i	23	-9	-1.0	-4	-15	0	4
COC(=O)c1cccc(Nc2ccc([N+](=O)[O-])cn2)c1	-0.6	0	i	-4	5	-0.9	-2	-13	-1	-8
COc1ccc(/C=C/c2nc3sc4c(c3c(=O)o2)CCC4)cc1	1.8	22	.	11	i	-0.1	-7	0	-4	110
O=C(Cn1ccc2ccccc2c1=O)NCCC(=O)Nc1cccc(Cl)c1	-0.2	0	i	-9	16	-0.4	-2	2	-1	2
O=S(=O)(c1ccc(Br)s1)N1CCN(c2ccc(F)cc2)CC1	2.9	0	i	-1	-24	-0.1	3	11	5	4
O=C(NC(=S)N1CCc2ccccc21)c1ccc(Br)o1	-1.1	2	i	4	-5	-0.3	6	-1	2	3
CCCc1nnc(SCC(=O)N(CC)CC)n1CC1CCCO1 (stereo not drawn)	0.1	8	i	3	-3	0.1	-3	3	0	2
CCOc1ccc(S(=O)(=O)NCCC(=O)N2CCN(c3ncccn3)CC2)cc1	-1.7	5	i	-6	4	-0.3	-4	1	3	-1
O=C(NNC(=O)c1cccc2ccccc12)c1ccc(Cl)c(Cl)c1	-0.5	-5	i	-1	4	-0.1	-3	-2	-1	5
O=[N+]([O-])c1ccc(N2CCCCC2)cc1N1CCOCC1	1.9	3	i	2	5	-0.1	-5	-25	4	4
CN(c1ccc(OCC(=O)OCC(=O)c2c(N)n(C)c(=O)n(C)c2=O)cc1)S(=O)(=O)c1ccc2ccccc2c1	2.2	-2	i	11	4	-1.1	-15	-4	0	-3
O=C(CNC(=O)c1ccco1)OCC(=O)c1ccc(Cl)cc1Cl	-1.1	2	i	-3	9	-0.4	-4	3	-2	4
CC(Sc1nnnn1-c1ccccc1)C(=O)Nc1ccc(Cl)cn1 (stereo not drawn)	-0.6	-1	i	-3	2	0.0	-5	1	1	2
CCN(CC)c1cc2c(c3c1ccn3C)C1CCC2O1 (stereo not drawn)	2.1	-13	i	1	13	-1.6	.	-10	1	2
N=C(c1ccc([N+](=O)[O-])cc1)N1CCCCC1	-0.9	3	i	1	6	-1.6	9	-2	-5	-8
CC(C(=O)NC1CCCCC1)N1C(=O)C2C3C=CC(C3)C2C1=O (stereo not drawn)	-1.7	5	i	-3	17	0.2	2	0	0	1
CC(=O)C[C@H](O)CC(=O)[C@@H]1OC(=O)CCCCCCCCc2ccccc21	-1.0	0	i	-15	8	0.1	-11	3	-2	-2
COc1ccc(C(C)=O)cc1COC(=O)c1cc(C)nc2ccccc12	1.2	-2	i	-2	-14	-0.2	-2	5	-1	-3
Cc1cccc(N2CCN(C(=O)CCCOc3ccccc3)CC2)c1C	2.4	-5	i	-1	2	0.1	8	-2	1	-4
CC(=O)c1cc(C)ccc1OC(=O)c1ccco1	-1.7	-2	i	5	3	-0.4	-3	-4	0	5
Cc1onc(-c2ccccc2)c1C(=O)N/N=C/c1c(F)cccc1Cl	-0.8	-2	i	-2	-14	-0.5	2	1	1	-1
CCOc1ncccc1C(=O)OCC(=O)NCCc1ccc(S(N)(=O)=O)cc1	0.4	1	i	-1	-11	-0.3	13	-2	-2	2
Cc1cc(C)cc(N(C(C)C(=O)NCCC2=CCCCC2)S(C)(=O)=O)c1 (stereo not drawn)	1.4	0	i	-3	-7	-0.9	-7	3	-2	-1
Clc1ccc(Cn2ncc3c(N4CCOCC4)ncnc32)cc1	-1.1	0	i	-1	-4	-0.2	-6	-1	-2	1
Cc1ccc(CCN2CC(C(=O)O)CC2=O)cc1 (stereo not drawn)	-1.9	2	i	1	3	-0.7	-11	0	-1	5
O=C(COC(=O)c1cccc(-n2cnnn2)c1)c1ccc(F)c(F)c1	-1.0	0	i	0	-2	-0.2	.	5	-1	3
CCN(CC)S(=O)(=O)c1ccc(C(=O)NCc2n[nH]c(=S)n2-c2ccccc2OC)cc1	-1.4	0	i	1	-18	-0.2	-2	4	2	-2
CCC1CCCCN1CCCNC(=O)c1ccc(N2CCOCC2)c(NS(=O)(=O)c2ccc(OC)cc2)c1 (stereo not drawn)	-0.2	-5	i	-12	-7	-1.2	4	0	0	1
O=C(CCNc1cccc(F)c1)c1cccc([N+](=O)[O-])c1	-1.4	0	i	-2	20	0.9	4	-24	-2	-7
COc1cc(C(=O)N2CCC(NC(=O)C(Cc3ccccc3C)NC(C)=O)CC2)cc(OC)c1OC (stereo not drawn)	-1.9	-4	i	-10	-1	0.2	2	3	1	-3
S=C(NCc1ccc2[nH]c3c(c2c1)CCCC3)Nc1ccccc1	3.3	-29	i	0	-54	-0.6	-6	1	-1	-1
COc1ccc(CNC(=O)CSc2nnc(C)s2)cc1	-2.3	-1	i	3	15	0.0	-2	1	5	-7
COc1ccc(-c2noc3c2-c2nc(-c4ccccc4)sc2CC3)cc1	2.8	-2	i	-2	-7	-0.2	-5	2	3	-2
CCOC(=O)CNC(=O)CSc1nc2cccnc2n1C1CCCCC1	1.0	-4	i	1	-108	0.4	-10	-1	-2	4
NC(=O)Cn1cnc(-c2ccccc2)c1	0.9	0	i	3	-1	-0.4	0	1	-3	-1
CC(Oc1cc2oc(=O)c3c(c2cc1Cl)CCC3)C(=O)NC1CC(C)(C)NC(C)(C)C1 (stereo not drawn)	0.6	3	i	-2	10	0.0	0	1	1	6
COc1ccc(NC(=O)N/C=C/c2ccc(Cl)cc2)cc1	-0.4	-1	i	9	8	-1.1	-3	0	4	2
